Screening data as filed in PubChem.
MCF10A rerep = DNA re-replication induction in MCF 10a cells. Potency, µM (highest dose often 46.1 µM), inactives show at the highest dose activity, positive = re-replication, actives largely listed as activators. MCF 10A DNA re-replication, Hoechst nuclear intensity, 48 h. 350,000 tested, 2.9% active; also: potency is read from the fitted curve at half-maximal effect; % of control where 0% means no effect; nearly all actives have a fitted effect of over 50% in size
ATXN2 expr inh = ATXN2 expression inhibition. Potency, µM (doses to about 57 µM), without a hit: top-dose activity change, negative = inhibition, usual class: inhibitors. HEK-293 ATXN2-luciferase reporter, luminescence, 24 h. 360,000 tested, 0.72% active; also: potency is read from the fitted curve at half-maximal effect; % is scaled to controls: 0 for no effect and ±100 for the full control effect; nearly all actives have a fitted effect of over 55% in size
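ATXN2-luciferase reporter cells (luciferase flanked by upstream and downstream ATXN2 gene portions) were treated 24 h at 37 °C with compounds at up to 57 uM. SteadyGlo luminescence gave expression; GF-AFC fluorescence gave viability.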
A549 tox = A549 cytotoxicity, counter-screen for Nrf2 inhibitors | A549 ARE-Fluc cells, CellTiter-Fluor viability, 18-24 h | 390,000 tested, 0.16% active | Potency, µM (top dose mostly 46 µM), for inactives: at the top dose activity change, negative = cytotoxicity, hits mostly inhibitors | AID 504648; also: potency is read from the fitted curve at half-maximal effect; % is scaled to controls: 0 for no effect and ±100 for the full control effect
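Cytotoxicity counterscreen: CellTiter-Fluor fluorescence was measured in A549 ARE_Fluc cells after 18-24 h of compound exposure in a concentration series. The subsequent BugLite luminescent read reports ARE-luciferase activity.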
Nrf2 inh = blocks Nrf2 signaling; Potency, µM (series often up to 46 µM), inactives show top-dose activity change, negative = inhibition, actives largely listed as inhibitors; 360,000 tested, 2.1% active; A549 ARE-Fluc reporter, luciferase luminescence, 18-24 h; AID 504444; also: potency is read from the fitted curve at half-maximal effect; % is scaled to controls: 0 for no effect and ±100 for the full control effect; nearly all actives have a fitted effect of over 60% in size
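In this cell-based qHTS, ARE-driven firefly luciferase in A549 cells reports Nrf2 activity; the luminescent signal after BugLite lysis is the measured value, with a prior CellTiter-Fluor read for cell health.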
S2 tox = viability counter-screen for ATXN expression inhibitors | S2 cells (HEK-293 line with an ATXN2-luciferase reporter) viability, CellTiter-Fluor protease fluorescence, 24 h | Potency, µM (top dose mostly 56.7 µM), hits mostly cytotoxic | 400,000 tested, 0.49% active; also: potency is read from the fitted curve at half-maximal effect; nearly all actives have a fitted effect of over 40% in size
IL-1B inflam inh = blocks inflammasome-driven IL-1 beta release. THP-1 LPS/ATP IL-1B secretion, AlphaLISA, 16 h; hits give low values. activity change, % at 57.5 µM. 360,000 tested, 4.7% active. AID 743279; in the data active = activity change below about -50%; inconclusive = mostly about -30% to -49%; also: % is scaled to controls: 0 for no effect and ±100 for the full control effect
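Secreted IL-1B measured by AlphaLISA bead assay after 16 h compound exposure of THP-1 cells; compounds (final up to 57.5 uM) added 1 h before LPS (250 ng/mL) and ATP (1.25 mM) stimulation; lower signal means less secretion.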
TGFb inhibitor = inhibitors of TGF-b signaling | HepG2 CAGA-GFP TGF-b/SMAD3 reporter, GFP fluorescence, 18 h; TGF-beta stimulated, 500 pg/mL final | Potency, µM (series often up to 46.1 µM), without a hit: top-dose activity, negative = inhibition, usual class: inhibitors | 410,000 tested, 1.2% active | AID 588855; also: potency is read from the fitted curve at half-maximal effect; % is scaled to controls: 0 for no effect and ±100 for the full control effect; nearly all actives have a fitted effect of over 65% in size
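Per well, imaged GFP fluorescence of HEPG2 CAGA-GFP cells gives the signal; cells get compound, then TGF-beta (500 pg/mL final), 18 h at 37 degrees C; %Activity versus -TGF-beta and +DMSO controls.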
Nrf2 ARE act = Nrf2 pathway activation; Potency, µM (doses to about 46.1 µM), for inactives: at the top dose activation, most hits filed as activators; AREc32 ARE-luciferase reporter (MCF7-derived line), luminescence, 24 h; 410,000 tested, 0.31% active; also: potency is read from the fitted curve at half-maximal effect; % of control where 0% means no effect; nearly all actives have a fitted effect of over 65% in size
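Nrf2 activation is followed as ARE-luciferase induction in the AREc32 line after one day of compound treatment; luminescence is read with Steady-Glo.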
HepG2 viability = HepG2 cytotoxicity, counter-screen for TGF-b inhibitors; HepG2 CAGA-GFP viability, ATP luminescence, 18 h; Potency, µM (series often up to 46.1 µM), for the others: at the highest dose activity change, negative = cytotoxicity, hits mostly cytotoxic; 410,000 tested, 0.76% active; also: potency is read from the fitted curve at half-maximal effect; some results filed as inactive show a strong effect at the top dose
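CellTiter-Glo luminescence gave cytotoxicity after 18 hours at 37 degrees C. The cells were HepG2 CAGA-GFP in 1% FBS DMEM, stimulated with 500 pg/mL TGF-beta after compound addition. %Activity was normalised to no-cell wells (complete cell-killing) and DMSO (no toxicity), and curves were fitted and classified.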
* hit, by the source's call; i = inactive; ? = inconclusive; / = not tested or not shown; & = joins results of further samples; [ ] = remark or other dose. Unless noted, calls follow the shape of the dose curve; as a rule, active = well fitted curve in the direction sought with a large enough effect; inconclusive = small, poorly fitted or top-dose-only effect, or another doubt; inactive = no such curve, though single readings can be large; an effect the other way counts as inactive or inconclusive.

SMILES	MCF10A rerep	ATXN2 expr inh	A549 tox	Nrf2 inh	S2 tox	IL-1B inflam inh	TGFb inhibitor	Nrf2 ARE act	HepG2 viability
CCCC(c1nnnn1Cc1ccco1)N1CCN(C(=O)c2ccco2)CC1 (stereo unspecified)	?	4%	-1%	8%	i	18	4%	0.4%	9%
Cc1cc2cc(CN(Cc3cccs3)S(=O)(=O)c3ccc4c(c3)OCCO4)c(=O)[nH]c2cc1C	-7%	-4%	-4%	4%	i	-1	?	-0.3%	16%
CC(=O)Nc1ccc(C2Nc3cc(C)c(C)cc3NC3=C2C(=O)CC(C)(C)C3)cc1 (stereo unspecified)	-5%	/	1%	4%	?	-3	4%	0.8%	-2%
CC(=O)c1ccc(N/C=C/C(=O)c2ccc(Br)cc2)cc1	-2%	/	-5%	?	i	-2	0%	5.8%	13%
Cn1nnc(NC(=S)NC(=O)Cc2ccccc2)n1	9%	-8%	11%	?	i	22	-5%	2.1%	-3%
Cc1ccc(C)c(NC(=O)C(C)n2c(=O)cc(C(F)(F)F)c3c(C)nn(C)c32)c1 (stereo unspecified)	/	15%	-3%	36%	i	/	0%	-0.8%	-2%
Cc1ccc(C(=O)O)c(C(=O)Nc2nc3ccccc3s2)c1	0%	5%	5%	7%	i	12	2%	-0.3%	4%
COc1ccc(S(=O)(=O)N2CCCC(N(C)CCc3ccccc3)C2)cc1OC (stereo unspecified)	20%	-2%	0%	6%	i	9	?	3.4%	-41%
O=S(=O)(c1ccccc1)N1CCN(c2cccc(Cl)c2)CC1	-5%	1%	2%	2%	i	-16	11%	0.2%[9.22 µM]	-7%
COc1ccc(N(C)C(=O)c2oc(=O)c3ccccc3c2-c2ccc(C)cc2)c(OC)c1	?	?	?	?	i	0	?	2.0%&-0.1%	-15%&-29%
COc1ccc(OC)c(CCNC(=O)c2ccc(CS(=O)Cc3cccc(Cl)c3)o2)c1 (stereo unspecified)	-7%	2%	1%&7%	0%&-21%	i	-7	?	0.8%&0.1%	-13%&-23%
CCOC(=O)C1=C(N)OC2=C(C(=O)CC(C)(C)C2)C1c1ccc(C)s1 (stereo unspecified)	-2%	-7%	0%	12%	i	-17	8%	2.5%	6%
Cc1ccc(CSCC(=O)N(C)CC(=O)Nc2cccc(F)c2)cc1	-11%	-16%	-2%	-10%	i	-19	0%	3.1%	-6%
O=c1oc2ccccc2c(O)c1Cc1cc(Cl)c2cccnc2c1O	5.8µM*	?	-1%	4%	i	139	1%	0.1%	-12%
Cc1cc([N+](=O)[O-])nn1CC(=O)Nc1nccs1	0%	-2%	-1%	-2%	i	15	?	0.4%	7%
CCC1(O)c2ccccc2-c2ncccc21 (stereo unspecified)	-17%	-8%	-1%	-18%	?	6	2%	0.3%	0%
CCOC(=O)COc1ccc(CC)cc1C(=O)c1ccn2nc(-c3ccc(C)cc3)cc2n1	/	-17%	1%	2%	?	/	-17%	-1.3%	-2%
CCOC(=O)c1c(N)sc(C(=O)N2CCCCCC2)c1C	-2%	-2%	-10%	-1%	i	-7	?	0.1%	-14%
CN1CCN(S(=O)(=O)c2ccc(N3CCN(c4ccccc4O)CC3)c([N+](=O)[O-])c2)CC1	3%	-28%	-7%	15µM*	i	0	-29%	7.8%	-2%
COCCn1c(C)cc(C2=NNC(=Nc3ccc(Cl)cc3Cl)SC2)c1C	0%	-6%	-1%	/	i	-5	-14%	-0.7%	7%

Reprinted from the part before: two compounds, followed by the next part.
SMILES	MCF10A rerep	ATXN2 expr inh	A549 tox	Nrf2 inh	S2 tox	IL-1B inflam inh	TGFb inhibitor	Nrf2 ARE act	HepG2 viability
CN1CCN(S(=O)(=O)c2ccc(N3CCN(c4ccccc4O)CC3)c([N+](=O)[O-])c2)CC1	3%	-28%	-7%	15µM*	i	0	-29%	7.8%	-2%
COCCn1c(C)cc(C2=NNC(=Nc3ccc(Cl)cc3Cl)SC2)c1C	0%	-6%	-1%	/	i	-5	-14%	-0.7%	7%
CN1CCN(c2nc3cc(C(F)(F)F)ccc3n3cccc23)CC1	?	-28%	-5%	1%	?	?	52%[activator]	4.7%	-6%
O=C(NCc1ccccn1)C(C(=O)c1cccc([N+](=O)[O-])c1)n1cc(Cl)ccc1=O (stereo unspecified)	0%	-6%	-8%	4%	i	0	3%	-0.2%	0%
CCc1ccc2oc(-c3ccc(C)c(NC(=O)c4ccc(C#N)cc4F)c3)nc2c1	/	70%[activator]	-5%	?	i	/	8%	3.3%	1%
COC(=O)c1[nH]c2ccc(C)cc2c1NC(=O)CN1CCN(Cc2ccccc2)CC1	?	-3%	-9%	-8%	i	-1	0%	4.8%	-53%
COc1cccc(C=Cc2nccc3ccccc23)c1OC	/	/	/	/	?	-58*	-8%	?	-32%
O=C(Nc1ccc(F)cc1F)C1CCCN(c2ncnc3c2nc2n3CCCCC2)C1 (stereo unspecified)	?	4%	-8%	?	i	-55*	-13%	2.6%	-17%
Cn1c(=O)[nH]c(=O)c2c1nc(N1CCc3ccccc3C1)n2CCSc1nc2ccccc2s1	9%	2%	-3%	1%	i	24	19%	-0.5%	6%
COc1cc(C)ccc1S(=O)(=O)NC(=O)C1(C)CCN1C(=O)Cc1ccccc1Cl (stereo unspecified)	/	1%	/	/	i	0	13%	-0.4%	9%
O=[N+]([O-])c1cc(-c2ccc(C(=S)N3CCOCC3)o2)ccc1Cl	-10%	8%	-3%	?	i	-23	-7%	2.9%[9.22 µM]	-2%
COc1ccc(COc2ccc(C3C(S(=O)(=O)c4ccccc4)CON3C)cc2OC)cc1 (stereo unspecified)	-4%	-25%	-3%	-20%	i	0	-4%	-0.3%	-3%
OCCOCCOCCn1c2ccccc2c2ccccc21	7%	38%	5%	6%	i	15	-2%	-0.1%	5%
Cc1cccc(N2CCN(S(=O)(=O)c3c(C)nc4scc(C)n4c3=O)CC2)c1C	-13%	-24%&-1%	2%&2%	?	i	21	2%&0%	-0.1%&0.3%	-23%&-12%
Fc1cccc(Cc2c(-c3cccc(Br)c3)nc3ccc(Cl)cn23)c1	/	23%	/	/	i	32	?	19%	-38%
O=C(COc1ccccc1[N+](=O)[O-])OC1CCS(=O)(=O)C1 (stereo unspecified)	-9%	-4%	2%	0%	i	-2	3%	0.2%	0%
O=C(O)CC1NC(=O)N(C2CCCCC2)C1=O (stereo unspecified)	-1%	-15%	-2%	14%	i	0	4%	0.3%	-4%
CN(CC(=O)Nc1cccc(F)c1)C(=O)C1CCN(C(=O)c2ccc(Cl)cc2)CC1	1%	/	-18%	-4%	i	1	-26%	3.0%	-23%
O=C(O)CC(NC(=O)c1ccc2c(c1)OCO2)c1cccc([N+](=O)[O-])c1 (stereo unspecified)	-6%	-1%	-1%	6%	i	42	-3%	0.7%	-2%
Cc1ccc(OCCNC(=O)C(C)SCC(=O)Nc2ccc(F)cc2)cc1 (stereo unspecified)	-1%	7%	2%	7%	i	-5	-29%	-0.2%	-16%
Cc1ccc(-n2nc(CC#N)c(C#N)c2N)cc1Cl	9%	6%	6%	6%	i	21	-31%	0.2%	0%
CN(C)C(=S)NC(=O)C12CC3(C)CC(C)(CC(C)(C3)C1)C2	-5%	-10%	3%	-15%	i	22	2%	-0.7%	-17%

A second format for some results above.
molecule,MCF10A rerep,ATXN2 expr inh,A549 tox,Nrf2 inh,S2 tox,IL-1B inflam inh,TGFb inhibitor,Nrf2 ARE act,HepG2 viability
O=C(COc1ccccc1[N+](=O)[O-])OC1CCS(=O)(=O)C1 (stereo unspecified),-9%,-4%,2%,0%,i,-2,3%,0.2%,0%
O=C(O)CC1NC(=O)N(C2CCCCC2)C1=O (stereo unspecified),-1%,-15%,-2%,14%,i,0,4%,0.3%,-4%
CN(CC(=O)Nc1cccc(F)c1)C(=O)C1CCN(C(=O)c2ccc(Cl)cc2)CC1,1%,/,-18%,-4%,i,1,-26%,3.0%,-23%

Other records
SMILES	MCF10A rerep	ATXN2 expr inh	A549 tox	Nrf2 inh	S2 tox	IL-1B inflam inh	TGFb inhibitor	Nrf2 ARE act	HepG2 viability
Cc1ccccc1C(=O)NN1CCOCC1	5%	-15%	-3%	10%	i	19	1%	-0.9%	-12%
COc1ccc(Nc2cc(C(=O)NCc3ccco3)c3ccccc3n2)c(OC)c1	1%	-5%	0%	15%	i	9	2%	3.4%	-3%
O=S(=O)(c1ccc(Oc2ccc(Cl)cc2)nc1)N1CCOCC1	-21%	-24%	9%	-38%	i	13	-10%	2.3%	-9%
Cc1cccn2c(=O)c(C(=O)NC3CCCCC3C)c(O)nc12 (stereo unspecified)	9%	-2%	-16%	?	i	31	11%	-0.2%	-17%
COc1cc(C2N=C(N)Nc3nc4ccccc4n32)ccc1OCCC(C)C (stereo unspecified)	/	-6%	4%	-13%	i	/	-1%	-0.5%	-7%
Cc1cc(C)c(S(=O)(=O)c2ccccc2C)c(OCCN(C)C)n1	-1%	-3%	3%	8%	i	9	7%	-0.3%	-7%
C=CCNC(=O)c1onc(CSc2ccncc2)c1C(=O)NCC=C	-6%	-6%	-1%	2%	i	-4	2%	0.1%	-4%
CN(C1CCS(=O)(=O)C1)S(=O)C12CC3CC(CC(C3)C1)C2 (stereo unspecified)	0%	3%	2%	4%	i	23	1%	-0.4%	-13%
COc1ccccc1CNC(=S)Nc1cc(C)ccc1C	4%	-4%	2%	-3%	i	-24	-12%	-0.6%	-7%
